# Keap1 Nrf2 FP: inhibitors of human Keap1-Nrf2 protein-protein interaction. Q14145. Keap1 Kelch-Nrf2 peptide fluorescence polarization, 1536-well. inhibition, % at 9.4 µM. 340,000 tested, 0.15% active; in the data active = inhibition above about 12%;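 note: human Keap1 Kelch domain with fluorescein labeled Nrf2 9mer peptide probe; 0% = neutral control wells and 100% = peptide positive control; higher means more block of Keap1 binding to Nrf2 peptide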
# DAGLB inh: diacylglycerol lipase beta (human) inhibition | Q8NCG7 | HEK293T DAGLB membrane lysate, EnzChek fluorogenic substrate | inhibition, % at 5.17 µM | 340,000 tested, 0.059% active | AID 504411; in the data active = inhibition above about 34%;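 note: 0% = enzyme with vehicle and 100% = wells lacking enzyme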
# CAL PDZ FP-1: human CAL PDZ-peptide interaction inhibition | purified CAL PDZ, TMR-peptide fluorescence polarization, 1 h | inhibition, % at 20 µM | 330,000 tested, 0.02% active | Q9HD26 | AID 504414;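 active = highest replicate inhibition of at least 40%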;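 note: plate controls were DMSO neutral control wells for no effect and unlabeled competitor peptide control wells for full effect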
#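 Read-out basis: mP drop reported as inhibition | Assay system: Tagged CAL PDZ protein CerCALP, purified | Benchmarks: Unlabelled peptide for full inhibition, DMSO wells as neutral | Schedule: 1 h incubation at room temperature before polarization reading | Buffer or medium: Sodium phosphate/NaCl buffer pH 7.4 with TCEP, IgG, Thesit | Doses: Single point, 20 µM | Measured by: Fluorescence polarization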
# PKA-R2B activ: activates the human PKA-R2B holoenzyme complex | activation, % at 11.4 µM | 340,000 tested, 0.079% active | P22694+P31323 | AID 504700 | PKA-R2B holoenzyme dissociation, Cy5-IP20 fluorescence polarization; R2B truncated from residue 108, S112A mutant; 0% DMSO only, 100% 113 µM cGMP;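 active = activation above a cutoff set at the mean over all compounds plus 3 SD, cut at about 18% in these data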;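 note: higher means more holoenzyme dissociation and a rise in polarization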
# Target sequence (P31323 whole entry, looked up, other chains not shown, the tested form may be a part): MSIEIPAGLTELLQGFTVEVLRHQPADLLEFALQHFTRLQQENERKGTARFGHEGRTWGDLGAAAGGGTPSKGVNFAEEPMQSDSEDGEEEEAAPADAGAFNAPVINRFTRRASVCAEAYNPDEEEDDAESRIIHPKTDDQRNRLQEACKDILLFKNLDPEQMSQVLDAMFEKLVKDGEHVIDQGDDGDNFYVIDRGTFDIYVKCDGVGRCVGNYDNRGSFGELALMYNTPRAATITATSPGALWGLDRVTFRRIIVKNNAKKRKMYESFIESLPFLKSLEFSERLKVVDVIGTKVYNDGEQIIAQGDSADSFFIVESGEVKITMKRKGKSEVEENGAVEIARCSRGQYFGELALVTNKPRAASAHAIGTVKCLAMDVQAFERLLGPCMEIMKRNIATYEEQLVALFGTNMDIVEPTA
# cardiac RTF act: cardiac RTF calcium sensitization. IANBD-labeled TnC RTF fluorescence at EC20 calcium; 0% EC20 calcium, 100% full calcium. activation, % at 7.2 µM. 340,000 tested, 0.24% active;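 active = activation above the mean over all tested compounds plus 3 SD, cut at about 30% in these data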;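 note: rise in fluorescence read as greater calcium sensitivity of cardiac thin filaments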
# SR-BI DiI-HDL act: SR-BI HDL lipid transfer activation; CHO ldlA[mSR-BI] cells, DiI-HDL uptake fluorescence, 3 h; 100 = double the neutral-control signal; activation, % at 12.5 µM; 320,000 tested, 0.096% active;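 active = mean replicate activation of at least 60% and every replicate at or above 60%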;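 note: 0% = median plate neutral-control signal and 100% = twice that signal; values of inactives mirror those of a sister screen read the other way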
#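 System: CHO ldlA[mSR-BI] cells / Medium: HEPES-buffered (25 mM, pH 7.4) F12 plus 0.5% BSA / Probe or stimulus: labelled HDL, 10 µg/mL / Doses: single compound concentration, delivered by pin transfer / Schedule: 3 h, 37 °C / Measured by: DiI fluorescence, bottom read / Measure: cell-associated DiI fluorescence as measure of HDL uptake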
# LANA DNA inh: inhibitors of KSHV LANA C-terminal domain DNA binding | AID 504423 | 340,000 tested, 0.078% active | MBP-C-LANA/FAM-LBS DNA binding, fluorescence polarization | inhibition, % at 9 µM;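 active = highest replicate inhibition at or above 60% at 9 µM, even if other replicates fall short; inactive = all replicates below 60% inhibition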;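 note: 0% = neutral control wells and 100% = 4 µM acridine orange control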
# CAL PDZ FP-2: blocks peptide binding to the human CAL PDZ domain; 300,000 tested, 0.92% active; AID 602252; Q9HD26; inhibition, % at 24.9 µM; purified CAL PDZ, TMR-peptide fluorescence polarization, 1 h;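 active = mean inhibition of at least 30% with at least half of replicates also reaching 30%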;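 note: 0% = DMSO neutral control and 100% = excess unlabeled competitor peptide PRC23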
# Cardiac RTF inh: cardiac RTF calcium desensitization; P19429+P45379; IANBD-labeled cardiac RTF, Ca2+ fluorescence; inhibition, % at 7.15 µM; 340,000 tested, 0.12% active; AID 493244;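 active = inhibition above the mean inhibition of all tested compounds plus 3 SD, cut at about 17% in these data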;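 note: assay run at fixed EC70 calcium of 1.6 mM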
# Rtt109 Vps75: C. albicans Rtt109 histone acetyltransferase inhibition; inhibition, % at 34.9 µM; AID 540336; 330,000 tested, 0.16% active; Q5AAJ8; purified Rtt109/Vps75, ThioGlo CoA-SH fluorescence, 4 h;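 active = inhibition of at least 50% in every replicate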
# Target sequence (Q5AAJ8 whole entry, looked up): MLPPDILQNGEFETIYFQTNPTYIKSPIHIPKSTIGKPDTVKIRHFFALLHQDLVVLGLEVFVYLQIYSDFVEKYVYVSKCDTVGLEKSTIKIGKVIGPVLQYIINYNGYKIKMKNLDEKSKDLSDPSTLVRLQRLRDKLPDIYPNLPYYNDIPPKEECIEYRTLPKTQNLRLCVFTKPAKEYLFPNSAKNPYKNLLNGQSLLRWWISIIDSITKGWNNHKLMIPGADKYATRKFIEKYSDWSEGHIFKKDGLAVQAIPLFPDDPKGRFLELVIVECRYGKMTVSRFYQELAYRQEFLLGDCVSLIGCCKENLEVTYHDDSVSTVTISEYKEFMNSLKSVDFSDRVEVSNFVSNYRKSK
# Numbers without * were called inactive; . = no result given. Hits appear at their usual frequency. Share with any hit: about 1.6%.
SMILES,Keap1 Nrf2 FP,DAGLB inh,CAL PDZ FP-1,PKA-R2B activ,cardiac RTF act,SR-BI DiI-HDL act,LANA DNA inh,CAL PDZ FP-2,Cardiac RTF inh,Rtt109 Vps75
CC(C)(C)n1nnnc1C(c1cc2cc3c(cc2[nH]c1=O)OCCO3)N1CCSCC1 (centres undefined),-2.5,1.9,-0.8,-4.0,7.2,4.0,-0.6,-6.5,-6.7,10.5
CCOC(=O)Cc1csc(NC(=O)CSc2nnc(-c3ccc(C)cc3)o2)n1,-0.8,-0.9,-1.9,3.0,4.2,-6.9,-0.5,3.9,-0.6,-0.1
Cc1ccc(C(=O)N/C(=C\c2ccc(F)cc2)C(=O)NCCN2CCOCC2)cc1,-2.6,0.8,-2.3,5.7,-4.2,10.0,-0.3,-0.4,-4.2,3.0
O=C(O)Cc1cc2c(s1)CCCCC2,0.4,-0.5,-1.7,-1.5,-10.2,-11.4,-2.4,-1.3,-20.5,-2.5
O=C(O)CCCN=CC1=C(O)C(C(=O)c2ccccc2)CCC1=O (centres undefined),1.5,-3.6,-0.6,-5.4,-2.9,10.0,0.1,-6.7,-7.3,3.4
Nc1ccccc1-c1nnc(-c2ccccc2N)n1N,2.4,-2.8,-2.8,0.7,3.4,18.4,1.3,.,-1.4,4.5
O=C(O)c1ccc(NC(=S)Nc2ccc(S(=O)(=O)Nc3ccccn3)cc2)cc1,-7.0,1.0,-0.8,-6.8,-1.4,9.5,-0.6,-0.2,-3.1,-4.8
CC(C)Cc1ccc(CN2CCCC(NC(=O)c3ccoc3)C2)cc1 (centres undefined),-4.0,-2.0,-1.7,-4.1,-3.0,-4.6,-2.0,-0.3,-4.0,-2.7
O=C1NC(=Nc2ccccc2)S/C1=C/c1cccnc1,-5.9,1.3,-8.0,6.0,3.1,39.1,-1.4,.,-3.2,-7.8
CCn1c(SCc2ccc(F)cc2)nnc1C1CCN(S(=O)(=O)c2ccc(OC)cc2)CC1,1.4,0.0,-2.0,-0.1,5.8,8.5,-1.7,48.9*,-13.2,17.5
CC(C)(C)c1ccc(C(=O)C=[N+]=[N-])cc1,-4.2,-1.2,-3.0,0.4,-1.9,22.1,1.6,-5.5,-1.6,4.5
Cc1cccc(CCNS(=O)(=O)c2ccc3c(c2)NC(=O)CS3)c1,-1.4,0.5,-0.5,-7.5,-4.4,3.8,-0.9,4.2,-4.5,2.3
O=C(Cn1c(=O)oc2cc(S(=O)(=O)NCc3ccccc3)ccc21)N1CCCC1,0.0,1.5,0.5,-0.7,-5.7,18.9,0.8,6.2,-3.0,0.8
CCOc1cc(/C=N/NC(=O)CSc2nnc(C)s2)ccc1OCc1ccccc1Cl,-1.2,-0.9,-1.4,3.2,5.1,-62.4,1.1,-2.9,-18.6,-5.2
O=C(c1ccc(F)cc1)c1cnc(Nc2ccccc2)s1,-0.5,-2.2,-1.0,-5.2,3.4,-14.7,-1.5,0.7,-2.4,3.9
Cc1cccc(NC(=O)NC(C)C(c2ccccc2)N2CCN(C)CC2)c1 (centres undefined),-1.9,-1.1,-1.0,-4.5,0.1,14.1,0.2,-2.7,1.3,-3.1
COc1cc(CNCCCO)ccc1OCC(=O)NC(C)(C)C,-2.1,0.1,-0.8,2.9,4.4,17.7,-1.5,-0.4,5.4,-2.1
Cn1c(SCC(=O)N2CCCCCC2)nc2c([nH]c3ccccc32)c1=O,3.6,0.5,0.7,-11.6,-1.7,-9.4,2.2,-2.4,3.4,26.9
CSc1n[nH]c(NC(=O)c2c(-c3c(Cl)cccc3Cl)noc2C)n1,-12.8,28.9,0.2,-2.5,10.3,-9.2,0.1,-4.9,7.7,-2.8
Cc1c(C#N)c2ccccc2n1CC(=O)O,-4.6,1.8,-1.3,6.1,7.2,4.0,-0.2,-0.4,1.5,-6.4
COc1ccc(C(C(=O)NC2CCCC2)N(CCO)C(=O)Cn2nnc(-c3ccc(C)o3)n2)cc1 (centres undefined),1.9,-0.2,-1.2,-9.0,-3.2,-22.9,-1.0,-5.6,11.9,9.3
CC(OC(=O)Cn1[nH]c(=O)c2ccccc2c1=O)C(=O)c1ccccc1 (centres undefined),-5.0,-5.2,-1.1,-1.6,-3.0,4.6,-0.2,-2.0,3.7,3.7
CC(C(=O)NCCc1nc2ccccc2[nH]1)n1cc([N+](=O)[O-])cn1 (centres undefined),2.8,-1.3,-3.1,-2.8,-1.1,29.1,0.8,4.8,3.3,-4.1
COC(=O)CN1C(=O)S/C(=C/c2ccc(N3CCCCC3)o2)C1=O,-132.3,-27.2,0.0,0.7,322.4*,-20.1,-43.8,-2.2,-291.4,-5.1
Cc1cnc(C(=O)OCC(=O)c2c[nH]c3ccccc23)cn1,-2.9,-0.1,0.4,2.4,-0.2,-2.5,0.4,-6.0,-10.1,-0.1

# Next section; the last two above are carried over.
SMILES,Keap1 Nrf2 FP,DAGLB inh,CAL PDZ FP-1,PKA-R2B activ,cardiac RTF act,SR-BI DiI-HDL act,LANA DNA inh,CAL PDZ FP-2,Cardiac RTF inh,Rtt109 Vps75
COC(=O)CN1C(=O)S/C(=C/c2ccc(N3CCCCC3)o2)C1=O,-132.3,-27.2,0.0,0.7,322.4*,-20.1,-43.8,-2.2,-291.4,-5.1
Cc1cnc(C(=O)OCC(=O)c2c[nH]c3ccccc23)cn1,-2.9,-0.1,0.4,2.4,-0.2,-2.5,0.4,-6.0,-10.1,-0.1
O=C(CN1CCOCC1)N/N=C/c1ccccc1,-1.0,-1.2,0.7,2.1,1.8,.,0.0,3.1,-2.3,-7.7
COc1cc(C(C(=O)NC2CCCCC2)N(Cc2ccco2)C(=O)c2cnccn2)cc(OC)c1OC (centres undefined),-4.6,3.0,-1.9,-7.2,-7.7,17.7,-0.9,-2.3,-0.9,-6.1
COCCNC(=O)c1ccccc1-c1nc(-c2ccccc2OC)no1,-4.8,1.8,-1.7,0.6,0.9,5.3,1.0,-3.3,-4.5,.
CC(NC(=O)CSc1nnc(CC(=O)Nc2ccc(Cl)c(Cl)c2)n1C)c1ccccc1 (centres undefined),-1.8,0.8,-2.2,-6.9,-5.8,-0.2,-0.4,-2.3,0.5,7.4
C=CCSc1nccc(-c2nn(-c3ccc(C)cc3)ccc2=O)n1,1.5,-0.9,-1.6,7.6,-1.7,7.0,-2.4,9.8,2.1,-10.0
Cc1nnc(NC(=O)CSc2nc(C3CCCCC3)nc3ccccc23)s1,-1.8,-4.0,-1.7,-5.3,1.4,-18.1,1.8,-0.1,-8.2,.
CCCCn1nc2cc(C(=O)NCc3ccccc3)ccc2c1OCC,-0.3,0.1,-2.5,1.2,10.2,-28.1,-0.1,-6.3,-0.6,1.1
Cc1c(C)c2ccc(O[C@@H]3O[C@H](CO)[C@H](O)[C@H](O)[C@H]3O)c(C)c2oc1=O,0.6,0.0,-0.8,-8.7,-2.2,9.4,-0.4,-2.8,3.0,-4.7
O=C(N=C1SC2CS(=O)(=O)CC2N1c1cccc(Cl)c1)C1CCCO1 (centres undefined),-3.6,0.8,-1.1,4.5,-1.8,18.4,-0.5,2.9,-10.8,-9.9
COc1ccc2c(=O)c(C(=O)NCc3ccccc3)c[nH]c2c1,-5.5,0.9,-2.3,0.3,-8.2,.,1.6,-3.6,-2.3,-3.6
COc1ccccc1N1CCN(C2CCCN(C(=O)CCN3CCCCO3)C2)CC1 (centres undefined),-0.7,-0.5,-1.9,-5.7,1.7,9.2,1.4,1.2,3.1,4.4
CC1CCN(CC(=O)Nc2nc(-c3ccccc3)cs2)CC1,-0.9,-3.4,-1.4,-4.7,-2.5,-28.9,-0.3,-0.2,-6.8,4.7
O=C1c2ccccc2NC2CCCCCN12 (centres undefined),3.3,-0.9,.,0.1,9.3,18.6,1.6,1.9,-2.9,-50.9
COc1ccc(-c2c(NC(=O)C(C)C)n(C)c3ccccc3c2=O)cc1,1.5,-2.5,-0.6,2.0,2.5,-7.7,0.6,5.4,-5.7,-6.7
CCOc1ccc(CNS(=O)(=O)c2ccc3c(c2)CC(=O)N3C)cc1,-4.3,-1.3,-2.8,-4.6,-0.6,6.3,-0.4,-0.4,4.8,-6.3
COC(=O)C1CCN(CC(=O)Nc2ccc3c(c2)OCCO3)CC1,3.5,0.3,-0.2,-1.6,-3.4,6.9,2.4,.,-3.9,-5.9
C=CCc1ccccc1OCCn1nnc2ccccc21,-0.4,-6.7,-0.2,-7.0,-1.1,-4.8,0.9,.,-1.0,9.7
N/C(=N\OC(=O)c1cccc2ccccc12)c1ccc(Br)cc1,-2.4,-4.3,-3.0,-5.3,2.9,1.9,0.5,-3.1,7.2,0.3
CC(C)C(=O)COc1c2occc2cc2ccc(=O)oc12,-3.4,-0.5,-0.7,8.0,18.5,-13.9,-0.7,7.7,1.1,-3.9
Cc1ccc(C=Nc2ccccc2C(N)=O)s1,-1.7,0.8,-0.1,4.2,8.4,-20.4,-2.1,3.7,-1.5,-16.1
O=C(O)CNC(=O)/C(=C\c1cccc([N+](=O)[O-])c1)NC(=O)c1ccco1,-1.3,3.8,-0.3,0.2,0.9,.,-1.3,24.4,-8.4,-5.1
O=S(=O)(c1ccccc1)N1CCN(c2ccnc3cc(Cl)ccc23)CC1,-2.4,.,-1.7,.,.,9.7,-0.4,-1.3,.,7.9
Cc1cc(Cl)nc(SCC(=O)c2ccccc2)n1,2.7,-4.6,-1.0,-3.4,1.2,14.7,-0.8,7.9,7.5,3.8
CC(C)CNC(=O)c1ccccc1NC(=O)CN(c1ccccc1)S(=O)(=O)N(C)C,2.0,-1.8,0.1,1.3,-1.5,14.1,-0.3,10.1,-9.5,-12.2
CN(c1ccccc1)c1cc(=O)[nH]c(=O)[nH]1,2.2,-1.5,1.7,-17.7,0.5,-9.1,-0.4,2.1,-13.8,8.0
Cc1[nH]c(=O)c(Cc2ccccc2)c(O)c1C#N,-1.9,-0.3,1.1,-1.7,2.8,3.0,0.5,-3.3,4.8,38.6
C#CCNS(=O)(=O)c1ccc(F)cc1Br,-4.8,-1.0,-3.6,2.1,-5.8,-5.5,3.9,-4.4,-11.8,0.5
COc1cccc(C(=O)Nc2ccc(C)cc2)c1,-7.8,-6.2,.,-3.4,8.7,-13.9,-1.3,-1.9,5.5,-5.7
Cc1c(Cl)cc(C(C)C)c(O)c1CN1CCOCC1,-0.6,-1.2,-0.4,2.5,-7.1,-51.9,1.3,-2.6,-3.6,7.4
C=CCOc1cccc(C2/C(=C(\O)c3ccc4c(c3)OCCO4)C(=O)C(=O)N2Cc2cccnc2)c1 (centres undefined),-1.0,3.9,-3.3,4.4,2.6,3.2,-1.2,0.0,-2.9,4.4

# Source: PubChem BioAssay
